Screens deposited in PubChem BioAssay by several laboratories.
MC4R antag cAMP – human MC4R antagonism in cAMP assay; P32245; MC4R-expressing cells, MTII-stimulated cAMP, LANCE TR-FRET; inhibition, % at 6.5 µM; 0.48% of 360,000 active;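 active = inhibition above its plate's cutoff, the mean of tested wells on that plate plus 3 SD, cut at about 29% in these data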;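 note: 0% = Melanotan II alone and 100% = Melanotan II plus saturating MCL0020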
Target sequence (P32245 whole entry, looked up): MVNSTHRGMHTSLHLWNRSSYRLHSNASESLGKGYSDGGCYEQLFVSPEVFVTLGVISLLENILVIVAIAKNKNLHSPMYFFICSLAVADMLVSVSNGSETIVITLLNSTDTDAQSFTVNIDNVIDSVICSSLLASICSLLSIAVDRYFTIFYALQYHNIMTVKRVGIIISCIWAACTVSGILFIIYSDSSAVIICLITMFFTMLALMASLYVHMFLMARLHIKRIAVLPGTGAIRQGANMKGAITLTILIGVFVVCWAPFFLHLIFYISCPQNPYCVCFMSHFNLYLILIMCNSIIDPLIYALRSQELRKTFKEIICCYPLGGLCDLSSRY
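System: U2OS-MC4R stable cell line; Technique: Eu-cAMP/anti-cAMP TR-FRET, emission 671 nm; Repeats: single well per compound; Also added: Melanotan II; Dosing: one concentration, 6.5 µM nominal; Schedule: 30-min compound, 1-h challenge, 1-h detection, room temperature.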
m5-HT2A agonist – activates the mouse 5-HT2A serotonin receptor; AID 624169; P35363; activation, % at 7.6 µM; 0.66% of 360,000 active; CHO-K1 mHTR2A beta-arrestin complementation, luminescence; percent of 30 µM serotonin response;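 active = activation above a run cutoff, the mean activation of all tested compounds plus 3 SD, cut at about 14% in these data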;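 note: 0% = plate median of compound wells and 100% = 30 µM serotonin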
Target sequence (P35363 whole entry, looked up): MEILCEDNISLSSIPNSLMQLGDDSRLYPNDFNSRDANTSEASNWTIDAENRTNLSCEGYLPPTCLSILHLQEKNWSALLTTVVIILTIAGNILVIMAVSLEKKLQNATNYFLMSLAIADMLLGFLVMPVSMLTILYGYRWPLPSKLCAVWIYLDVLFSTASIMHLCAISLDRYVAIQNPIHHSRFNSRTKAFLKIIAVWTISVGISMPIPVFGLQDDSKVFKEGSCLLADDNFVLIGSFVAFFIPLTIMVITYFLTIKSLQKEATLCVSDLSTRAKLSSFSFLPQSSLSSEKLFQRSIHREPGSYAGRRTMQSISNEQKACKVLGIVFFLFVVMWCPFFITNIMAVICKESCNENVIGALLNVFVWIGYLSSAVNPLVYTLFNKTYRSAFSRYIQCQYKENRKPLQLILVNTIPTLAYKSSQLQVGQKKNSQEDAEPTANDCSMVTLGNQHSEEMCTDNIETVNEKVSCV
ABCB6 inh MLPCN – blocks the human ABCB6 transporter; Q9NP58; K562-ABCB6 porphyrin accumulation, flow cytometry, 1 h; stronger effect = lower value; fluorescence ratio to DMSO, % at 10 µM; 0.19% of 360,000 active;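 active = fluorescence ratio to DMSO below 75%, the collection mean minus 3 SD; inconclusive = too few cells collected in the well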;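 note: signal is porphyrin accumulated inside mitochondria; 100% equals median channel fluorescence of DMSO control wells; lower ratio means ABCB6 inhibition with less porphyrin fluorescence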
CaV13 FRET inh – Primary screen for inhibitors of IQ motif and Ca2+-dependent inactivation inhibitor domain binding in CACNA1D, Förster resonance energy transfer in living cells, …; HEK cells, CFP/YFP FRET ICDI-IQ, plate reader, 10 min; percent FRET-ratio fall versus neutral wells; inhibition, % at 12.3 µM; 0.098% of 340,000 active;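 active = mean replicate inhibition of at least 30% and at least 1% of replicates passing that level; inconclusive = only one of the two criteria is met; inactive = neither criterion is met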;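 note: 0% = median of the neutral control wells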
PDI turbidity – PDI (human) enzyme inhibition | PDI insulin aggregation turbidity, A650, 90 min | inhibition, % at 10 µM | 0.052% of 350,000 active | AID 588391;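 active = mean inhibition across replicates of 30% or more, whatever share of single replicates reach that level; inconclusive = mean inhibition below 30% while every single replicate reaches 30%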;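 note: absorbance from insulin aggregation driven by PDI reduction with DTT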
Cardio protect – protects H9c2 cardiomyocytes from peroxide injury; protection from H2O2 cell death, % at 20 µM; 0.63% of 360,000 active; H2O2 injury protection, ATPLite, 2 h;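 active = compounds giving at least 50% protection of heart cells from peroxide-induced death in the single-dose screen, raw or plate-pattern-corrected value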;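 note: 0% = DMSO wells with peroxide and 100% = DMSO wells without peroxide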
N-glyco inh – blocks N-linked glycosylation in D54 reporter cells | 0.23% of 360,000 active | D54 ERlucT glycosylation luciferase reporter, 24 h; percent of 100 nM tunicamycin response | AID 588692 | reporter increase, % at 12.5 µM;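 active = mean luciferase reporter signal, scaled so untreated is 0 and the glycosylation-blocking control 100, at or above a set limit in every replicate; inconclusive = mean reaches the limit but not every replicate does; inactive = mean below the limit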;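 note: luciferase carries N-glycosylation sites so blocking glycosylation raises the light; 0% = median of neutral control wells and 100% = median of 100 nM tunicamycin wells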
aDG glyco act – increases alpha dystroglycan glycosylation; 0.22% of 360,000 active; activation, % at 10 µM; AID 624168; Pro5-aDG cells, alpha-DG glycosylation AlphaScreen (IIH6); 0% Pro5, 100% B10-LARGE cell signal;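 active = activation of at least 8% versus controls, or a plate z-score of at least 8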;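 note: Pro5 are CHO cells carrying HIG-tagged alpha-DG that lacks glycosylation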
Vif imaging – blocks HIV Vif function; inhibition, % at 7.49 µM; HEK293T cells, Vif self-association by quenched fluorescence, imaging, 24 h; 0.35% of 340,000 active; in the data active = inhibition above about 50%, passing the limit was not always enough; inconclusive = no clear call, values can overlap the other calls; inactive = below about 31%; note: some results filed as inactive read as strong as hits
MC4R ag barr – agonists of human melanocortin 4 receptor (MC4R) beta-arrestin; U2OS MC4R beta-arrestin complementation, luminescence; percent of melanotan II response, DMSO zero; activation, % at 8.9 µM; 0.98% of 360,000 active;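 active = activation above a per-plate cutoff, the mean activation of sample wells on that plate plus 3 SD, cut at about 8% in these data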
An asterisk follows results filed as active; ? = inconclusive; · = no result given. An unsorted share of the library. About 3.6% of those tested had a hit in this group.

SMILES	MC4R antag cAMP	m5-HT2A agonist	ABCB6 inh MLPCN	CaV13 FRET inh	PDI turbidity	Cardio protect	N-glyco inh	aDG glyco act	Vif imaging	MC4R ag barr
CN1CCC(=NOc2ccc([N+](=O)[O-])cc2)CC1	5	6	101	-7	5	-2	-1	0.1	0	-0.5
CN1CCN(C2CN(Cc3cn(Cc4cccc(C(F)(F)F)c4)nn3)S(=O)(=O)C2)CC1 (stereo not drawn)	·	2	97	-8	·	·	·	-0.1	·	·
O=c1[nH]c2cccnc2c2ccsc12	21	0	102	-5	1	58*	2	0.1	7	0.0
Cc1cc(C)n2nc(SCc3ccccc3)nc2n1	-4	2	103	-5	4	-5	0	-0.1	-2	0.9
CCOC(=O)C1(Cc2cccc(OC)c2)CCN(C/C=C/c2ccc(OC)cc2)CC1	-2	-9	?	-5	4	-9	-3	4.3	22	2.2
COc1ccc(/C=c2/sc3nc(-c4ccccc4)c(-c4ccccc4)n3c2=O)cc1	11	-5	102	-2	4	2	1	0.4	16	-0.5
C[C@@H]1CN([C@H](C)CO)C(=O)CCCn2nncc2CO[C@@H]1CN(C)C(=O)c1ccc(N2CCN(C)CC2)cc1	11	-6	101	-3	-3	7	2	-0.1	-8	-0.7
CC(C)(O)C1=NOC(c2ccccc2)C1 (stereo not drawn)	-8	3	99	-6	5	-4	4	0.5	20	-1.6
CCCCCc1nnc(NC(=O)C(=O)OCC)s1	5	0	102	-3	1	-1	-1	2.3	4	-1.5
Cc1cc(-c2nnc(-c3cccc(Cl)c3)o2)no1	1	1	100	-4	-4	-2	-1	-0.2	7	-1.8
Cn1c(O)c(/C=N/NC(=O)c2cc3ccccc3cc2O)c2ccccc21	7	-8	109	-15	-3	4	-5	0.3	-4	-4.2
Cc1ccc(Cc2cnc(NC(=O)/C(C#N)=C/c3ccc(-c4cccc([N+](=O)[O-])c4)o3)s2)cc1	1	6	104	·	-18	2	2	0.0	·	-0.7
CN(Cc1ccccc1)C(=O)COC(=O)Cn1cnc2ccccc21	7	3	99	7	6	6	0	-0.1	1	-0.2
N/C(=N\OC(=O)COc1ccccc1)c1ccccn1	6	0	96	4	4	4	-3	-0.2	-1	0.6
CCOC(=O)c1oc2c(CN3CCN(C)CC3)c(O)c(CC)cc2c(=O)c1-c1nc2ccccc2s1	10	0	98	-4	4	1	2	0.0	-3	-3.0
CCOC(=O)c1sc2c(c1C)c(=O)n(CCO)c(=O)n2Cc1ccccc1	2	-1	103	-19	-2	11	1	-0.2	-9	1.3
COc1ccccc1NC(=O)COc1cc(C)nc(C(C)C)n1	17	1	101	-9	2	2	2	0.1	0	-0.5
CC(C)CN(CC(C)C)S(=O)(=O)N1CCC(C(=O)NCc2ccc(F)cc2)CC1	8	-1	98	·	0	-8	-7	0.2	-1	5.4
N#Cc1ccc(-c2nc3ccccc3nc2-c2ccccc2)cc1C#N	15	4	94	-5	-4	-1	5	0.0	-5	1.9
CCC(C(=O)NNC(=O)c1cnccn1)c1ccccc1 (stereo not drawn)	3	4	100	-3	-5	15	3	0.5	25	-0.2
CC(C)NC(=S)N/N=C/c1c[nH]c2ccccc12	-6	3	97	-8	-2	-18	1	-0.1	0	0.3
CCCc1ccc(-c2cc(NC(=O)CSc3nnc(N)s3)n(-c3ccccc3)n2)cc1	24	-3	103	-2	19	-10	-9	0.7	-8	-3.7
O=C(C1=C[C@H](c2ccc(Br)cc2)C[C@H](OCc2ccc(CO)cc2)O1)N1CCN(Cc2ccc3c(c2)OCO3)CC1	14	-13	95	-4	2	4	0	0.1	-6	-0.3
CCCCCCCCCCSc1n[nH]c(NC(C)=O)n1	6	-4	101	-7	4	1	-7	0.0	-1	-1.9

3 entries from above, ordered by the number in Vif imaging, ascending.
Compound	Vif imaging
CCOC(=O)c1sc2c(c1C)c(=O)n(CCO)c(=O)n2Cc1ccccc1	-9
Cn1c(O)c(/C=N/NC(=O)c2cc3ccccc3cc2O)c2ccccc21	-4
CCOC(=O)C1(Cc2cccc(OC)c2)CCN(C/C=C/c2ccc(OC)cc2)CC1	22

More compounds.
SMILES	MC4R antag cAMP	m5-HT2A agonist	ABCB6 inh MLPCN	CaV13 FRET inh	PDI turbidity	Cardio protect	N-glyco inh	aDG glyco act	Vif imaging	MC4R ag barr
COCCCNC(=O)c1c(F)c(F)c(F)c(F)c1F	-1	8	96	-6	0	5	0	-0.1	-13	-1.0
Cc1nc(Nc2ccccc2)sc1C(=O)c1ccccc1	3	-4	100	-5	2	-9	-6	-0.1	-3	1.6
COc1ccccc1NS(=O)(=O)c1cc(C(=O)NCCCN2CCCC2=O)ccc1C	3	3	98	-5	-2	20	-3	-0.1	?	-1.7
C/C(CCc1ccccc1)=N\NC(=O)c1ccccc1[N+](=O)[O-]	6	0	112	-5	22	5	0	0.0	9	-1.4
CC1CN(S(=O)(=O)c2ccc(C(=O)Nc3nnc(-c4ccccn4)o3)cc2)CC(C)O1 (stereo not drawn)	-6	6	101	6	-4	3	2	-0.1	9	-3.4
Cc1cc(Nc2ccccc2O)c2ccccc2n1	1	-3	93	-1	9	-5	3	0.3	-5	0.1
O=C1c2ccccc2C(=O)N1C1C=CC=CC=C1	13	-1	96	-2	10	-2	1	-0.2	16	-1.8
C[C@@H]1CN([C@@H](C)CO)C(=O)c2cc(/C=C/c3ccccc3)cnc2O[C@@H]1CN(C)S(=O)(=O)c1ccc(F)cc1	0	3	97	-4	14	5	0	-0.3	-13	0.0
CCOC(=O)CNC(=O)CSc1nnc(-c2ccncc2)n1-c1ccc(Cl)cc1	2	0	95	-4	0	3	0	0.0	11	-1.2
CCN1CCCC1CNC(=O)c1cc2c(OC)c(OC)c(OC)cc2[nH]1 (stereo not drawn)	17	-9	98	-14	-2	4	-2	-0.1	5	0.4
O=C(O)c1ccc(/C=N/NC(=O)c2cc3c(ccc4ccccc43)o2)cc1	16	1	97	-3	-1	8	1	-0.2	-1	-0.9
CC(=O)C1=C(O)C(=O)N(c2nnn(C)n2)C1c1cccs1 (stereo not drawn)	0	-5	99	-2	·	7	2	-0.1	21	-1.4
O=C(/C=C/c1cccc(Cl)c1)OCc1cn2cc(Cl)ccc2n1	4	7	102	-5	-6	0	2	0.0	2	2.3
COc1ccc(CCNC(=O)C2=COCCO2)cc1	1	1	95	-3	11	-1	0	0.1	-5	-0.9
COc1cccc(N2CCN(C(=O)Nc3ccc4c(c3)NC(=O)CO4)CC2)c1	10	-3	95	-9	11	-3	4	-0.1	0	-2.1
O=C(Cn1c(=S)[nH]c2ccccc2c1=O)N1CCc2ccccc2C1	1	3	96	-3	-2	4	2	0.1	-7	3.9
Cc1cc(C)cc(OCc2nnc(N)s2)c1	1	1	105	7	5	0	2	-0.1	9	1.0
COc1ccc(-c2cc(N3CCN(CCO)CC3)n3nccc3n2)cc1	7	1	96	-11	4	6	1	-0.3	-1	0.2
CC(=O)c1ccc(NC(=O)CN2C(=O)COc3ccc(S(=O)(=O)N4CCCC4)cc32)cc1	3	4	94	-2	4	-3	2	-0.1	-2	-1.7
O=C1CN(C(=O)N[C@@H](Cc2ccccc2)C(=O)N[C@@H](C(=O)O)c2ccccc2)c2ccccc2N1	3	1	102	-15	-5	4	3	-0.1	2	-2.9
CCCCn1nnnc1SCC(=O)N1CCCC1	7	2	92	·	25	12	2	0.2	9	0.1
COc1ccc(NC(=O)COC(=O)C2CC(=O)N(CCc3ccc(OC)c(OC)c3)C2)cc1Cl (stereo not drawn)	24	-3	99	-16	-4	4	-1	-0.2	22	-0.7
COc1ccc(N(C(=O)c2ccc(C)cc2)S(=O)(=O)c2cccs2)cc1	2	-7	98	-3	-3	1	-4	0.4	0	0.1
Cc1sc2ncnc(N/N=C/c3ccc(O)cc3)c2c1C	8	-2	98	-5	2	-6	-2	0.4	-13	-0.4
CC(C)(C)N(Cc1ccccc1)C(=O)COC(=O)C1CCN(c2ccc(C(F)(F)F)cn2)CC1	5	-3	95	-2	5	-9	-3	0.1	0	-1.3
Cc1cccc(CC(=O)Nc2sc(C(C)C)cc2C(=O)N2CCOCC2)c1	8	6	104	-4	-5	1	-2	5.4	1	0.8
CC(=O)N(CCCc1ccc(C(C)(C)C)cc1)CCCN(C)C	0	-3	101	·	-18	-11	-5	0.5	21	1.3
CC1CCC(C(C)C)C(OC(=O)COC(=O)c2ccc(=O)[nH]c2)C1 (stereo not drawn)	1	-1	88	-4	8	-3	1	0.0	-9	2.4
CCCOc1ccc(C(=O)NNC(=O)CCNC(=O)c2ccco2)cc1OC	0	-6	97	-2	-1	4	-1	0.1	·	0.6
O=C(NCCCO)c1ccc2[nH]c3ccccc3c2c1	-4	-8	104	-5	13	-1	3	-0.2	-5	-2.0
Cc1cccc(C(=O)OCC(=O)N2CCCCCC2)c1C	7	-5	107	-5	-2	-8	-2	0.0	0	-1.5
CN1C(=O)NC(c2ccccc2)C2=C1CN(c1ccc3ccccc3c1)C2=O (stereo not drawn)	8	0	94	0	6	10	3	0.1	-1	1.8
CCc1nonc1NC(=O)c1oc2cc(C)c(C)cc2c1C	1	3	97	-5	3	-1	0	-0.1	-6	12*
COc1cc(NC(=O)COc2ccc(C)c(C)c2)ccc1NC(=O)c1ccco1	16	-3	98	-5	-7	4	1	0.0	14	-3.2
CCOC(=O)Nc1ccc2c(c1)N(CCCN(C)C)c1ccccc1CC2	-1	-8	99	-4	-66	-7	-2	0.7	-1	1.7
CCn1c(=O)c(C(=O)NNC(=O)c2ccccc2Cl)c(O)c2ccccc21	7	3	101	-3	1	-3	3	0.3	3	-1.9
COCc1cc(=O)[nH]c(/N=C(\N)Nc2cccc(C)c2)n1	1	-3	95	-4	3	-1	3	-0.1	-4	-1.4
COc1ccc(/C=N/OCC(=O)N2CC3(C)CC2CC(C)(C)C3)cc1 (stereo not drawn)	-4	-2	94	-9	1	8	-3	0.2	-2	-3.3
COc1ccc(-c2ccc(C#N)c(SCC(=O)NCc3ccco3)n2)cc1OC	-4	-1	103	-5	-3	13	4	0.3	-5	16*
CC(=O)N[C@@H](Cc1ccc(OC(F)(F)F)cc1)C(=O)O	-5	2	104	-5	5	8	3	-0.1	-4	0.0
CCCOc1ccc(C(=O)NC(=S)Nc2nc(C)c(C(=O)N(C)C)s2)cc1	8	-3	103	-9	3	-2	-1	0.0	-6	-0.5
O=C(CNS(=O)(=O)c1ccc(Br)s1)Nc1ccc2c(c1)OCCO2	0	-15	100	-8	-6	-5	-3	-0.1	5	-1.4
COC(=O)C1CCN(C(=O)[C@H](C)NC(=O)C2CC(=O)N(c3ccc(F)cc3)C2)CC1 (stereo partly drawn)	8	-1	96	-3	3	4	1	-0.1	-7	-1.5
CN(C)CCNc1oc(COc2cccc(Cl)c2)nc1C#N	0	-7	102	-5	3	6	-2	-0.4	3	-1.5
